# Bioassay records from PubChem.
# Rev-erbA mod – modulators of Rev-erb alpha DNA binding, primary screen, biochemical, FITC-DNA, fluorescence polarization, uHTS; activity, % at 10 µM; Nuclear receptor subfamily 1 group D member 1 (Homo sapiens), P20393; Rev-erbα–FITC-DNA binding, 90 min; 0.79% of 370,000 active;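 active = activity above about 14%, limit read from the data; passing the limit was not always enough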;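 note: 0% = DMSO wells with 35 nM protein and 100% = DMSO wells with 750 nM protein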
# Target sequence (P20393 whole entry, looked up): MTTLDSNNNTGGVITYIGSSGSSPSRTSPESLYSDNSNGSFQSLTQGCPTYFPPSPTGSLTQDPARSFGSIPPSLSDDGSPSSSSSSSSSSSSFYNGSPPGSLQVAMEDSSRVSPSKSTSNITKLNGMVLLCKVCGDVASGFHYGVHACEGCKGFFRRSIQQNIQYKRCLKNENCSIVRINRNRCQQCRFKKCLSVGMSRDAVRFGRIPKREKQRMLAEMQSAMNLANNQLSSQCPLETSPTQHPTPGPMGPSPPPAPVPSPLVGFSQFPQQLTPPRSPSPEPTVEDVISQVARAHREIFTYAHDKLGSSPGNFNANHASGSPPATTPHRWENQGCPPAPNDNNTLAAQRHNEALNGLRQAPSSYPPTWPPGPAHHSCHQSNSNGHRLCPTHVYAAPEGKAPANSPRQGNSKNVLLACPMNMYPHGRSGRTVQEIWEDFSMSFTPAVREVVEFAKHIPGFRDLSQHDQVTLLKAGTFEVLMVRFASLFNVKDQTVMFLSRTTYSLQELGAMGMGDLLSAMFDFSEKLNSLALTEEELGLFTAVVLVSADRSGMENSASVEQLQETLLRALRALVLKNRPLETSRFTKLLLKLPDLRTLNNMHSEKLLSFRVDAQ
# SMARCA2 activ – SMARCA2 (BRM) function activators, primary screen, cell-based, luminescence, high throughput; MG213 cells, MMTV-luciferase reporter, dexamethasone, overnight; activation, % at 9.1 µM; 1% of 370,000 active; in the data active = activation above about 7.8%;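 note: 0% = vehicle wells and 100% = reference activator wells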
# DAX1 inh-1 – DAX1 (NR0B1) inhibitors, primary screen, cell-based, HEK293, Gal4-DAX1, luciferase luminescence; 0.99% of 340,000 active; HEK293 Gal4-DAX1 luciferase reporter; inhibition, % at 6.75 µM; AID 504766, 2011; Nuclear receptor subfamily 0 group B member 1 (Homo sapiens), P51843;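 active = inhibition above the mean over all tested compounds plus 3 SD, cut at about 4.2% in these data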;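 note: 0% = DAX1-transfected cells with DMSO and 100% = empty-vector control cells with DMSO; inhibition shows as a rise in luminescence from relieved DAX1 repression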
# Target sequence (P51843 207-470 limits assumed): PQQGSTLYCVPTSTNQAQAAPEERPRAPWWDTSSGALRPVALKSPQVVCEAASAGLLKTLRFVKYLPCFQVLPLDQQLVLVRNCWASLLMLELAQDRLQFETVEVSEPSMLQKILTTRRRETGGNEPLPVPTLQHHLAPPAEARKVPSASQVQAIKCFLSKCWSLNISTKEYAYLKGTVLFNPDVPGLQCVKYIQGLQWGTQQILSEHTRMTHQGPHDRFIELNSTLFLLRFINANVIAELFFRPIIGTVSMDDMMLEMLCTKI
# sPLA2-III inh – human group III sPLA2 inhibitors, primary screen, biochemical, QFRET, BODIPY PC-A2 liposome substrate; Group 3 secretory phospholipase A2 (Homo sapiens), Q9NZ20; QFRET BODIPY PC-A2 liposome hydrolysis, fluorescence; inhibition, % at 12.2 µM; 0.56% of 370,000 active;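 active = inhibition above mean plus 3 SD of compounds lying within the high and low control bounds, cut at about 19% in these data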;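 note: 0% = median of test compound wells and 100% = no enzyme DMSO wells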
# FXN GAA850 act – FXN promoter activators, primary screen, cell-based, luciferase luminescence, HEK293 lucGAA850. HEK293 lucGAA850 FXN promoter luciferase reporter, 24 h; percent of 10 µM SAHA response. 0.56% of 360,000 active. activation, % at 6 µM;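 active = activation above the average of all compounds screened plus 3 SD, cutoff fixed separately per campaign, cut at about 7.5% in these data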;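 note: 0% = DMSO wells and 100% = 10 µM SAHA wells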
# PG9 binder – binders of HIV-1 gp120 antibody PG9, primary screen, biochemical, TR-FRET. 0.43% of 360,000 active. TR-FRET gp120-PG9 antibody binding. inhibition, % at 6.7 µM; in the data active = inhibition above about 8.5%
# hgDAF12 agonist – H. glycines DAF-12 receptor agonists, primary screen, cell-based, luminescence, HEK293, GAL4 fusion, UAS-luciferase | Nuclear hormone receptor DAF-12 (Heterodera glycines), GAL4 fusion | HEK293 GAL4-hgDAF12 UAS-luciferase reporter, agonist luminescence; normalized to butyrate control | activation, % at 6.8 µM | 1.8% of 370,000 active | AID 687014, 2013;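 active = activation above a cutoff set at the mean of all screened compounds plus 3 SD, cut at about 10% in these data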;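 note: 0% = DMSO wells and 100% = sodium butyrate wells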
# hcDAF-12 act – H. contortus DAF-12 nuclear receptor activators, primary screen, cell-based, luminescence, HEK293, lit1-tk-luc reporter. activation, % at 6.8 µM. 1.4% of 370,000 active. AID 652067, 2013. HEK293 hcDAF-12 lit1-tk-luc reporter; 0% DMSO, 100% Δ7-dafachronic acid;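 active = activation above the mean of all tested compounds plus 3 SD, cut at about 5.5% in these data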;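 note: 100% = response to 3 µM Δ7-dafachronic acid high control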
# ssDAF-12 act – S. stercoralis DAF-12 nuclear receptor activators, primary screen, cell-based, luminescence, HEK293, GRIP1 co-expression, lit1-tk-luc | Nuclear hormone receptor DAF-12 (Strongyloides stercoralis) | HEK293 ssDAF-12/GRIP1 lit1-tk-luc reporter; % of 3 µM dafachronic acid response | activation, % at 6.8 µM | 1% of 370,000 active;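 active = activation above the mean over all tested compounds plus 3 SD, cut at about 0.9% in these data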;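 note: 0% = DMSO-only wells and 100% = 3 µM delta7-dafachronic acid wells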
# DAX1 inh-2 – DAX1 (NR0B1) inhibitors on StAR promoter, primary screen, cell-based, luminescence, SF-1 (NR5A1), full-length DAX-1. HEK293T StAR-luciferase reporter, SF-1/DAX-1 repression relief. AID 652010, 2013. 1.1% of 370,000 active. inhibition, % at 6.8 µM;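 active = inhibition above the mean over all tested compounds plus 3 SD, cut at about 3.6% in these data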;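 note: 0% = DAX-1 cells with DMSO and 100% = cells lacking DAX-1 with DMSO; higher inhibition means more luminescence from relief of DAX-1 repression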
# PLCb3 inh – human PLC-beta3 inhibitors, primary screen, biochemical, fluorescence | 1-phosphatidylinositol 4,5-bisphosphate phosphodiesterase beta-3 (Homo sapiens), Q01970 | Purified PLC-beta3, fluorogenic substrate | inhibition, % at 12.2 µM | 0.18% of 370,000 active | AID 720704, 2013; in the data active = inhibition above about 11%;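 note: 0% = median of compound wells on plate and 100% = full blocker control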
# Active calls of the source: *; i = inactive; x = no result given.
SMILES,Rev-erbA mod,SMARCA2 activ,DAX1 inh-1,sPLA2-III inh,FXN GAA850 act,PG9 binder,hgDAF12 agonist,hcDAF-12 act,ssDAF-12 act,DAX1 inh-2,PLCb3 inh
O=C(CNS(=O)(=O)c1ccccc1)N/N=C/c1ccncc1,-6.5,-1.8,0.4,-0.5,1.2,3.5,-0.3,0.2,-1.4,0.8,-2.3
Cc1c(Cl)cccc1NC(=S)N1CCC(N(C)CC2CCCO2)CC1 (stereo not given),3.4,-1.1,0.3,7.5,3.1,-1.3,0.0,-1.5,-0.8,0.4,-7.6
O=C(Cc1ccccc1)Nc1ccc2oc(-c3cccnc3)nc2c1,-4.2,-0.7,0.0,-8.3,3.5,-0.4,0.7,0.1,-1.4,-0.1,i
COc1ccc(NC(=O)N(C)C[C@H]2Oc3c(NC(=O)Cc4ccccc4)cccc3C(=O)N([C@H](C)CO)C[C@@H]2C)cc1,1.3,-0.7,0.6,-6.6,-3.0,0.4,-2.4,-1.4,-1.5,0.1,2.6
COC(=O)[C@@H](CC(C)C)CP(=O)(OC)[C@@H](C)NC(=O)OCc1ccccc1 (stereo not given in full),0.6,-1.1,x,3.0,x,x,4.6,1.0,-0.9,-1.4,-0.4
O=C(Nc1cccc(S(=O)(=O)NC2=NCCC2)c1)c1cc(F)c(F)c(F)c1F,-3.7,-1.2,0.4,-4.9,-1.1,1.9,-0.5,-2.3,-0.8,0.6,-57.2
O=C(Nc1ccccc1C(=O)NC(Cc1c[nH]c2ccccc12)C(=O)O)c1ccccc1 (stereo not given),2.0,-1.4,1.5,-76.7,3.5,1.3,2.7,2.6,-0.5,0.7,-11.8
CCOC(=O)C1CCCN(C(=O)c2cc3nc(-c4ccc5c(c4)OCO5)cc(C(F)(F)F)n3n2)C1 (stereo not given),-0.5,-0.1,0.5,-6.3,2.9,1.2,-0.2,-0.6,-1.5,-0.6,-39.9
Cc1ccn(CC(C)C(=O)O)n1 (stereo not given),1.6,-4.8,0.2,6.2,-0.9,0.1,-1.1,-0.7,-0.6,-0.5,1.8
CC(C)(C)c1ccc(-c2nc3n(c(=O)c2C#N)CCS3)cc1,-1.9,-2.9,-0.2,-3.0,3.0,-1.6,1.4,0.9,-1.7,-0.9,-34.0
Brc1ccc2nc3c(n2c1)CCCC3,1.9,1.2,-0.1,3.5,-0.3,3.8,-0.2,-1.8,-1.5,-0.2,4.4
NC(=O)NCc1ccccc1,5.1,1.8,1.1,2.6,1.9,1.8,-1.0,0.3,-1.6,-0.2,3.0
Clc1cccc(NC2=NCCC2)c1,1.5,0.4,-0.2,1.7,1.9,1.5,1.7,-0.7,-0.7,0.0,8.7
O=C1c2ccccc2C(=O)N1c1nc2nccc(-c3ccccc3)n2n1,-3.4,-0.9,0.1,-0.4,1.8,1.2,0.7,-0.4,-1.0,0.3,-279.8
Cc1cccc(NC(=O)NCC(F)(F)F)n1,3.6,1.9,-0.5,1.9,-1.2,0.7,-2.3,1.7,-0.5,-0.5,-0.6
COc1ccc(/C=C2\CC3(OC(=O)c4cccc(F)c4)CCCN2C3)cc1 (stereo not given),6.5,-3.0,x,-6.8,x,x,-3.5,1.4,-0.8,1.9,-3.3
COc1ccc(C(=O)Nc2cccc(S(=O)(=O)N3CCCC3)c2)cc1S(=O)(=O)N1CCOCC1,-8.7,-1.8,0.5,-9.1,-1.3,0.0,-1.0,-1.6,-1.0,-0.5,-0.2
CN1CCN(c2ccc([N+](=O)[O-])cc2NC(=O)c2ccco2)CC1,-4.2,-1.8,1.4,0.9,2.5,0.4,0.4,0.7,-1.2,-0.9,-6.3
COCCN(C(=O)c1ccco1)c1nnc(-c2ccc(OC)cc2)s1,-0.2,2.0,1.5,-1.2,5.3,-1.1,7.7,0.1,-0.9,1.5,-7.8
O=C(O)CCN1CC2([N+](=O)[O-])C=CC(=O)C([N+](=O)[O-])(C1)C2CC(=O)c1ccccc1 (stereo not given),2.4,-2.3,-1.6,-1.1,2.5,3.4,0.2,0.8,-1.6,0.7,-6.8
Cc1ccc(-c2cn3c(n2)CCCC3)cc1,0.9,-2.7,-1.1,9.6,-0.8,0.3,0.1,-2.3,-1.8,-1.1,1.1
CN(C)N1C(N)=C(C#N)C(c2ccccc2)C2=C1CCCC2=O (stereo not given),1.4,1.5,0.7,4.2,2.3,-0.9,0.2,-1.2,-0.8,-0.1,-1.7
CSCCC(NC(=O)c1ccco1)C(=O)N(C)CC(=O)Nc1c(Cl)cccc1Cl (stereo not given),3.3,1.7,0.0,-4.9,2.3,0.2,-1.8,0.3,-1.3,1.3,-0.2
CCOP(=O)(c1ccccc1Cl)C1(O)CCCCC1 (stereo not given),-6.0,-0.5,0.5,3.8,0.0,-2.0,2.1,4.1,0.8,1.2,2.8
CC1(C(=O)Nc2ccc3c(c2)OCCO3)CCN1C(=O)C1(c2ccccc2)CC1 (stereo not given),4.0,-1.2,x,-0.5,0.4,1.0,-2.0,-0.7,-1.4,0.0,-2.1
CC(=O)N1CCc2cc(S(=O)(=O)NCc3ccc(C)cc3)ccc21,3.3,-3.4,-0.3,-5.0,0.9,-0.6,-1.1,-1.7,-1.0,-0.7,-5.5
CC1=CCC2C(=O)N(c3ccc(C(=O)N4CCCCCC4)cc3)C(=O)C2C1 (stereo not given),-4.7,1.1,-0.1,-5.3,2.0,-2.8,1.0,-1.7,-1.0,-0.2,0.9
COC(=O)c1sc(-c2ccc(C(C)(C)C)cc2)cc1NC(=O)/C=C/C(=O)O,-15.9,9.1*,2.7,-9.8,5.9,1.2,9.5,3.7,-0.3,1.7,-17.9
COc1ccc(CCNC(=O)CS(=O)(=O)c2cn(CC(=O)N3CCOCC3)c3ccccc23)cc1OC,-7.4,-0.6,-0.4,-3.9,-0.6,-0.8,-2.2,-0.6,-1.3,0.5,-6.7
COc1ccc2cc(C(=O)C3CCCN(C(=O)c4cc5nc(C)cc(C)n5n4)C3)ccc2c1 (stereo not given),-4.1,-1.0,0.0,1.6,1.1,-0.3,1.3,2.9,-2.0,0.3,-341.1
O=C(NCCc1cn2ccccc2n1)c1ccccc1F,1.2,2.6,0.8,-0.6,-0.7,-0.5,-1.5,-2.3,-0.5,-0.1,-0.6
Cc1ccc(OCC(=O)N(Cc2ccco2)c2c(N)n(Cc3ccccc3)c(=O)[nH]c2=O)cc1C,-1.8,-2.8,0.0,4.8,-2.9,-1.8,1.8,-0.3,-1.3,-1.1,-1.5
Cn1c(=O)c(-c2cc(Br)ccc2N)nc2ccccc21,5.6,7.3,1.0,8.9,2.9,-0.6,6.0,10.9*,1.2*,2.1,-6.4
Cc1c(NS(=O)(=O)c2ccc3c(c2)OCCO3)cccc1-c1nc2cccnc2s1,2.1,-3.3,-1.6,-19.9,1.6,0.0,-1.4,-0.5,-2.0,-0.6,-13.9
O=C(NCCOC(=O)c1ccncc1)c1ccccc1,0.1,-4.7,1.5,1.0,2.5,-1.2,1.8,0.5,-1.3,0.2,0.4
COc1ccc(NC(=O)CN(C)Cc2cccs2)cc1Cl,-5.2,0.8,-0.9,-7.0,3.7,-1.4,1.1,-0.1,-0.9,-0.1,-5.1
CCc1nc(SCC(=O)N2CCOCC2)c2c(=O)n(C)c(=O)n(C)c2n1,4.9,-0.6,-0.2,5.8,-0.1,-3.3,0.4,-0.4,-0.7,1.3,1.0
Cc1ccc(S(=O)(=O)N2CCc3ccccc3C2)cc1C,2.4,-3.2,-1.1,2.9,-0.7,-0.4,1.2,-1.7,-1.1,-0.2,-2.8
COc1ccc(CC(=O)N2CCN(c3cccc(Cl)c3)CC2)cc1OC,-1.1,2.2,-1.8,3.4,-0.4,-0.6,-3.2,-0.4,-1.2,-0.1,-5.0
O=C1c2ccccc2C(O)N1c1ccc(Cl)cc1 (stereo not given),2.8,6.4,0.2,-2.8,0.4,0.3,6.0,2.7,-1.0,1.6,0.6
CC(=O)[C@H]1[C@@H]2C(=O)N(c3cccc(Cl)c3)C(=O)[C@@H]2[C@H]2c3ccccc3C=CN21,1.7,2.9,1.4,-2.0,2.2,0.4,-0.1,4.9,0.3,1.2,-51.9
Cc1ccc(OCCNC(=O)c2cncc(Br)c2)cc1C,-3.4,0.9,0.5,2.2,0.7,0.7,0.8,-1.9,-1.8,0.0,-0.1
CC(C(=O)O)C1SC(=O)NC1=O (stereo not given),0.0,-0.7,1.4,-1.6,1.8,-0.7,-1.6,-0.7,-1.3,0.1,-1.1
Cc1ccccc1OCCOc1ccc([N+](=O)[O-])cc1/C=N/n1cnnc1,2.6,-1.9,-0.3,-1.3,3.5,-1.6,-1.2,-1.1,-1.6,0.6,1.0
C=CC1C(N2CCOCC2)C(C)(C)S1(=O)=O (stereo not given),-2.5,-0.3,0.1,12.5,0.3,0.0,-1.3,-1.4,-1.0,0.6,2.6
CS/C(=C\[N+](=O)[O-])Nc1ccc(OC(F)(F)F)cc1,-1.8,-1.1,-2.6,-24.4,-5.1,-2.0,1.5,-2.1,-0.6,-2.6,-0.9
O=C(Oc1coc(CSc2ncccn2)cc1=O)c1ccc([N+](=O)[O-])cc1,1.4,x,x,-0.9,x,x,1.5,-1.9,-1.5,x,2.7
COCCOC(=O)C1=C(C)Nc2nc(C)nn2C1c1ccccc1 (stereo not given),1.4,-3.9,0.2,7.3,-0.6,0.6,0.4,0.3,-0.8,0.6,-0.5
N#CC1=C(N)N(c2ccc(Br)cc2)C2=C(C(=O)CCC2)C1c1cccnc1 (stereo not given),1.3,-1.9,-1.6,-1.2,-3.4,0.5,-0.9,0.1,-1.6,-0.7,-100.2
Cc1nn(-c2ccccc2)c(C)c1/C=N/NC(=O)c1cc(C2CC2)[nH]n1,-1.8,0.2,-0.5,10.6,4.0,-1.0,-0.3,-1.2,-1.5,-0.1,0.6
O[C@@H](CNC[C@H](O)c1ccccc1)c1ccccc1,-5.6,-4.5,-1.0,1.6,4.5,-0.9,0.3,-0.2,-0.6,-0.1,2.4
O=C(Cc1ccccc1C(=O)O)Nc1cccc2ccccc12,4.2,-0.4,-0.6,-1.7,2.4,0.1,0.3,1.4,0.0,-0.1,-108.8

# Compounds as they come; any-hit rate near 7%.
